SRC3 inh – inhibitors of human steroid receptor coactivator 3 (SRC3) | Q9Y6Q9 | HEK293 GAL4-SRC3 luciferase reporter, luminescence | inhibition, % at 3.6 µM | hit rate 0.17% among 360,000;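 active = inhibition above a per-campaign cutoff, the mean of all compounds plus 3 SD, cut at about 60% in these data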;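 also: 0% = DMSO-treated cells and 100% = gossypol-treated cells at 36 µM; higher means less SRC3-driven luciferase light from the GAL4 reporter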
TLR9-MyD88 block – TLR9-MyD88 interaction inhibition. hit rate 0.21% among 340,000. inhibition, % at 4.98 µM. CHO BLA complementation TLR9-MyD88, CCF4 FRET ratio. Q9NR96+Q99836;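 active = inhibition above the mean over all tested compounds plus 3 SD, cut at about 21% in these data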;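 also: 0% = DMSO only wells and 100% = clavulanate BLA inhibitor control wells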
C8 TRAIL sens – caspase-8 TRAIL sensitization; NB7+C8 cells + TRAIL, ATPlite viability luminescence; inhibition (viability loss, TRAIL sensitization), % at 10 µM; hit rate 1% among 360,000; AID 624354;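 active = compounds causing at least 50% loss of cell viability in the single-dose screen, relative to plate controls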
TROY NFkB inh – inhibitors of TROY-dependent NF-kB signaling; hit rate 0.98% among 360,000; inhibition, % at 10 µM; Q293 LMP1-TROYcd NF-kB luciferase reporter, 4 h;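 active = compounds whose plate-normalised and pattern-corrected inhibition of the luciferase reporter signal at the single screening dose is 50% or more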
TWEAK-Fn14 inh – inhibitors of TWEAK-Fn14 interaction signaling. TWEAK-stimulated Fn14 reporter cells, luciferase luminescence, 8 h. inhibition, % at 10 µM. hit rate 2% among 360,000. AID 1159606; in the data active = inhibition above about 50%
SRC2 inh – human SRC2 (NCOA2) inhibition | HEK293 GAL4-SRC2 luciferase reporter, luminescence | hit rate 0.17% among 370,000 | Q15596 | AID 651957 | inhibition, % at 9 µM;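 active = inhibition above the mean inhibition of all tested compounds plus 3 SD, set per campaign, cut at about 52% in these data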;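 also: 0% = DMSO treated cells and 100% = cells given Gossypol at 36 µM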
NR5A2 inv ag – NR5A2 inverse agonism in reporter assay; O00482; HEK293T StAR-luciferase reporter, LRH-1 transfected, 24 h; inhibition, % at 3.6 µM; hit rate 0.13% among 360,000;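 active = inhibition above the mean inhibition of all tested compounds plus 3 SD, cut at about 73% in these data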;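 also: 0% = DMSO wells and 100% = reporter-only cells lacking LRH-1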
Target sequence (O00482 whole entry, looked up): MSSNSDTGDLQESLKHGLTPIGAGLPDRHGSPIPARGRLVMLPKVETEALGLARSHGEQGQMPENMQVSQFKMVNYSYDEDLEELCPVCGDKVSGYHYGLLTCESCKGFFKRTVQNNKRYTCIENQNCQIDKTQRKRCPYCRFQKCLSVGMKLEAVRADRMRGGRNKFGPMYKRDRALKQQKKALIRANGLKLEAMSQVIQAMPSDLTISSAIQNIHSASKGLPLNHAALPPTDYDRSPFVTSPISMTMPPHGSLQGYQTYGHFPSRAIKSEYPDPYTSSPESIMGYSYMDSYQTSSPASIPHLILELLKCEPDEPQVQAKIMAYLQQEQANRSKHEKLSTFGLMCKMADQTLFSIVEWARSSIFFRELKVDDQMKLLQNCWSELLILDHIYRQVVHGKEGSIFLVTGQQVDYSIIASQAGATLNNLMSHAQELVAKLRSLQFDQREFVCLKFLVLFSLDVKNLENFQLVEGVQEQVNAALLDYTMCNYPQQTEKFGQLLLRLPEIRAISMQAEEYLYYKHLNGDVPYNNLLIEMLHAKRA
NOD2-RIPK2 inh – blocks binding of human NOD2 to RIPK2; hit rate 0.38% among 360,000; CHO BLA complementation NOD2-RIPK2, CCF4 ratio; O43353; AID 624267; inhibition, % at 4.98 µM; in the data active = inhibition above about 21%;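 also: 0% = vehicle only and 100% = reference blocker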
LMP1 NFkB inh – inhibitors of Epstein-Barr LMP1-induced NF-kappaB reporter. LMP1-induced NF-kappaB luciferase reporter cells, luminescence. inhibition, % at 12.5 µM. hit rate 0.69% among 350,000; in the data active = inhibition above about 41%;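 also: 0% = neutral control wells and 100% = reference inhibitor control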
NCOA1 inh – human NCOA1 inhibition. Q15788. HEK293 GAL4-SRC1 luciferase reporter, luminescence. inhibition, % at 3.6 µM. hit rate 0.12% among 360,000. AID 588354;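 active = inhibition above the campaign mean plus 3 SD, with each screening campaign given its own cutoff, cut at about 60% in these data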;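 also: 0% = DMSO treated cells and 100% = gossypol at 36 µM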
COUP-TFII inh – inhibitors of human COUP-TFII (NR2F2) | P24468 | HEK293T NGFI-A luciferase reporter, luminescence | inhibition, % at 8.6 µM | hit rate 0.7% among 370,000 | AID 686940;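 active = inhibition above a per-plate cutoff, mean inhibition of test wells between control levels plus 3 SD, cut at about 38% in these data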;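 also: cells cotransfected with COUP-TFII expression vector driving the NGFI-A reporter; 0% = median of COUP-TF2 test wells and 100% = reporter-only cells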
Target sequence (P24468 whole entry, looked up): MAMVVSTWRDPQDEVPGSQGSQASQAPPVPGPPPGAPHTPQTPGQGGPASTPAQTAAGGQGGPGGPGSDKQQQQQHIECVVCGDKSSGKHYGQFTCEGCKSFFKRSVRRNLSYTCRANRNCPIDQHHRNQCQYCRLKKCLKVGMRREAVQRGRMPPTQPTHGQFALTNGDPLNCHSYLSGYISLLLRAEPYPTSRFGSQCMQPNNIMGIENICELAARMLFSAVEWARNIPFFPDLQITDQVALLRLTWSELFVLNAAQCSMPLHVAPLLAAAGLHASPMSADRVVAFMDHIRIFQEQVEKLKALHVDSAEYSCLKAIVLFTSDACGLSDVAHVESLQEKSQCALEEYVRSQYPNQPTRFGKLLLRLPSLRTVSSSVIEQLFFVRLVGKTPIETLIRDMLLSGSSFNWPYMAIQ
Numbers without * were called inactive; / = no result given. This is a subset; the hit share may differ from the screen's.

SMILES	SRC3 inh	TLR9-MyD88 block	C8 TRAIL sens	TROY NFkB inh	TWEAK-Fn14 inh	SRC2 inh	NR5A2 inv ag	NOD2-RIPK2 inh	LMP1 NFkB inh	NCOA1 inh	COUP-TFII inh
CSc1ccc(-c2c(C#N)c(N)nc3c2CCCC3)cc1	10	0	-18	8	1	7	7	-6	-8	-6	4
COc1ccc(CN2CCC(C(=O)NC(c3ccc4c(c3)OCO4)c3ccccn3)CC2)cc1 (stereo unspecified)	-13	/	1	-9	6	6	-2	4	/	-60	0
COc1ccc(C(C)=O)cc1COC(=O)c1ccc(S(=O)(=O)N(C)C)cc1	15	1	13	1	20	-12	10	3	3	-2	-5
C/C(=N\NC(=O)Cc1cccn1C)c1ccco1	-3	-2	-10	-9	-1	-38	3	0	-4	0	-12
Cc1ccc(Nc2nnc(SCC(=O)Nc3cccc(S(=O)(=O)N4CCCCC4)c3)s2)cc1	-14	-2	27	2	48	-17	-21	-6	-3	-25	-4
COc1ccc(CNC(=O)CN(C(=O)c2csnn2)c2ccc3c(c2)OCCO3)cc1	-32	-6	-3	-13	0	4	-2	-10	-8	-37	-14
CC(=O)Nc1c(Cl)c(Cl)c2c(c1Cl)C(=O)c1cc(Cl)ccc1-2	1	-1	-11	-32	-31	4	4	-7	5	-5	4
O=C(CSc1ncn[nH]1)NC12CC3CC(CC(C3)C1)C2	9	7	-5	1	2	6	5	3	-5	-5	-2
CC(=O)Nc1cccc(-c2csc(NCc3ccccc3)n2)c1	-19	-7	-4	-15	4	-26	0	-7	-3	-8	-5
Cc1cccc2cc(CN(Cc3ccc(F)cc3)C(=O)N3CCOCC3)c3nnnn3c12	8	-4	-15	11	14	20	-2	-7	8	-23	3
N#Cc1cc2c(nc1SCC(=O)Nc1sc3c(c1C#N)CCC3)CCCC2	-16	5	26	6	-43	9	3	6	-82	3	-4
CSc1ccccc1OCc1cc(C(=O)NC2CCOC(C)(C)C2)no1 (stereo unspecified)	11	2	-10	-18	1	12	18	-8	-17	-20	-2
CC(C)c1ccc(Nc2nc(Cl)nc(NCc3ccco3)n2)cc1	16	-12	-6	14	-8	8	8	2	-2	-13	-7
COc1ccc2cc(C(C)C(=O)OC(C)C)ccc2c1 (stereo unspecified)	-10	-6	8	-26	-28	-8	-17	-7	-5	12	-7
O=C1CN(C(=O)COc2ccc(F)cc2Br)c2ccccc2N1	-7	-6	1	-47	-35	-37	-29	-4	8	-25	-4
CCC1CCCCN1CCCNC(=O)C1CCCN(c2nn3c(=O)cc(C)nc3s2)C1 (stereo unspecified)	-17	-12	-3	-6	-6	-10	-14	-12	3	-8	-2
NS(=O)(=O)c1ccc(Cl)c(C(=O)Nc2ccccc2[N+](=O)[O-])c1	3	-4	5	15	11	-25	-3	-2	7	-27	-1
CCCCNC(=O)c1cccc(C(=O)NCCCC)c1	2	-1	5	-6	1	-10	-1	0	-7	-10	16
CCOC(=O)N(C)c1c(CC)nc2c(OCc3ccccc3OC)cccn12	12	/	-10	-3	1	-27	1	-7	/	3	11
CCCN(CCC)CCCNS(=O)(=O)c1cc(Br)cc2c1N(C(C)=O)CC2	-25	-4	4	-2	3	16	-9	12	-4	-9	9
Fc1ccccc1-c1cc2ccccc2cn1	-74	-18	5	-63	-19	-77	-46	-5	-4	-85	-37
COc1ccc(S(=O)(=O)Oc2ccc(C(=S)N3CCOCC3)cc2OC)cc1	-5	-9	3	1	-2	19	18	0	-2	4	19
CNc1cncc(-c2cnn(CC(C)C)c2)n1	-49	/	5	-1	9	-32	-65	-7	/	-64	-24
C=CCOC(=O)C1=C(C)Nc2ncnn2C1c1cccs1 (stereo unspecified)	13	-7	-5	-2	9	0	-11	-11	2	6	-8
CCOc1ccc(N2C(=O)CC(N(CCc3ccc(S(N)(=O)=O)cc3)C(C)=O)C2=O)cc1 (stereo unspecified)	17	-1	-8	15	-11	-16	-3	5	6	5	2
CCOc1cc(OCC)cc(C(=O)O)c1	15	-5	3	-12	9	7	5	-9	4	-17	-3
Cc1nn(C(C)(C)C)c(OC(=O)CC(C)C)c1S(=O)(=O)c1ccccc1	12	1	0	12	3	-4	9	-2	4	-16	18
CN(c1ccc(OCC(=O)NC2=NCCS2)cc1)S(=O)(=O)c1ccc(F)cc1	11	-5	11	-2	-10	-2	10	-4	-11	7	-37
COc1cccc(/C=C(\C(=O)O)c2ccccc2)c1	-2	-10	2	14	-11	-29	-9	-6	-13	10	-22
CCCCN1CCc2c(c3ccccc3n2Cc2ccccc2)C1	-21	-1	4	21	-13	-41	0	9	-19	-9	-9
COc1ccc(N2CCN(C(=O)C(=O)c3ccc(F)cc3)CC2)cc1	/	/	-13	/	/	1	5	-2	/	/	-22
COc1cccc(CNC(=O)COc2cccc(-n3cnnn3)c2)c1	14	-3	-32	0	4	6	9	-5	-12	5	-18
O=C(/C=C/Nc1ccccc1Br)c1ccccn1	59	-6	93*	84*	104*	81*	42	2	74*	43	68*
CC(C)c1ccc(C2(C)NC(=O)N(CC(=O)NCC3COc4ccccc4O3)C2=O)cc1 (stereo unspecified)	-16	0	1	9	17	16	9	-21	0	-1	9
O=C(C(=O)N1CCC(c2ccccc2)CC1)c1ccccc1	/	/	-9	/	/	-3	8	-7	/	/	-1
Cc1ccc(S(=O)(=O)N2CCCCC2C(=O)Nc2nncs2)cc1 (stereo unspecified)	7	-3	-2	15	0	8	1	1	-4	3	17
C=C1C2(C(=O)Nc3nccs3)CCC(C2)C1(C)C (stereo unspecified)	-12	-5	-1	8	0	-24	20	4	3	12	16
CCN(C(=O)c1cn(CC)c(=O)c2cc(OC)c(OC)cc12)c1ccccc1C	5	-6	1	6	-13	17	7	0	6	-9	3
O=C(Nc1ccccc1)N1N=CCC1c1ccccc1 (stereo unspecified)	-8	4	10	13	9	11	2	1	1	-14	2
CSc1ccc(S(=O)(=O)N2CCC(C(=O)Nc3ccc(C(N)=O)cc3)CC2)cc1	2	-2	13	9	-10	-9	-3	-7	-8	-4	10
N#Cc1ccc(NC(=O)COC(=O)CCc2nc3ccccc3c(=O)[nH]2)cc1	-10	-8	9	20	14	20	-7	12	-2	4	9
CSc1ccccc1NC(=O)CN(C)C(=O)CNc1ccc(C(F)(F)F)cc1[N+](=O)[O-]	-16	4	-17	-16	0	-13	-3	3	-1	-5	11
Cc1cc(C)c(OCCCCNCc2ccccc2)c(Cl)c1	18	-12	8	0	-70	-10	17	12	-15	4	-29
COC(=O)C(C(=O)OC)c1ncccc1[N+](=O)[O-]	7	-1	-11	-3	-4	-11	0	-9	-3	-19	-20
CN(C)CCNc1oc(/C=C/c2ccccc2)nc1C#N	-72	0	-1	-41	-12	9	-132	-14	-3	-81	18

SRC2 inh, hit marks shown above.
compound | SRC3 inh | TLR9-MyD88 block | TWEAK-Fn14 inh | SRC2 inh | NR5A2 inv ag | NOD2-RIPK2 inh | LMP1 NFkB inh | NCOA1 inh | COUP-TFII inh
O=C(/C=C/Nc1ccccc1Br)c1ccccn1 | 59 | -6 | 104* | 81* | 42 | 2 | 74* | 43 | 68*

The results go on.
SMILES	SRC3 inh	TLR9-MyD88 block	C8 TRAIL sens	TROY NFkB inh	TWEAK-Fn14 inh	SRC2 inh	NR5A2 inv ag	NOD2-RIPK2 inh	LMP1 NFkB inh	NCOA1 inh	COUP-TFII inh
CCN1C(=O)[C@H]2[C@@H](c3ccc(-c4ccc(OC)cc4)c(OC)c3)N[C@@](C)(C(=O)OC)[C@H]2C1=O	-25	-2	3	-11	8	-7	1	-12	3	3	5
CCO[C@@H]1OC(C(=O)NCc2nc3ccccc3[nH]2)=C[C@H](c2ccccc2)[C@H]1CCCO	-5	-4	6	-16	-10	-24	-6	-6	-3	-1	-3
O=C(CN1CCCCC1)Nc1nc(-c2ccc(F)c(F)c2)cs1	-42	-9	14	-26	6	-15	-31	-5	-21	-25	-33
COCCNC(=O)c1ccc(CS(=O)(=O)c2cccc(C(F)(F)F)c2)o1	10	-4	1	-6	8	-21	1	-5	4	8	6
COc1cccc2cc(-c3nnc(SCC(=O)Nc4nc(C)cs4)n3C)oc12	-4	-2	-19	-8	1	-30	9	4	-3	-9	-7
CCOC(=O)C(CC(=O)O)=C(c1ccccc1)c1ccccc1	-2	-2	10	8	16	0	3	20	-8	2	2
[O-][n+]1c2c(nn1-c1ccccc1)/C(=N/O)CCC2	-5	1	0	-6	4	-20	-4	1	-7	3	3
O=C(Nc1ccc(Cl)cn1)c1ccc2[nH]c(=O)c(=O)[nH]c2c1	-2	3	2	-10	1	-31	-15	-3	5	1	-8
CCCc1nc2n[nH]c(N)c2c2c1COC(C)(C)C2	0	-9	-7	-9	9	12	13	4	6	1	-4
C[C@H]1CN(Cc2ccccc2)C(=O)[C@@H]1CC(=O)NCc1ccccc1	-2	5	-8	5	-4	-9	6	7	0	-8	10
Cn1c(O)c(C=Nc2ccc(Br)cc2)sc1=O	-58	-4	-4	-45	-26	-65	-34	3	-51	-108	-17
CCN(/N=C/c1cccs1)c1cc(=O)n(C)c(=O)[nH]1	-18	-1	1	-4	5	-2	15	-2	4	8	-24
CSc1cccc(NC(=S)N(C(C)C)C(C)c2ccccn2)c1 (stereo unspecified)	7	8	0	27	-42	-6	14	-4	-19	13	-17
CCn1cc(CNC(=S)Nc2cccc(Cl)c2C)cn1	9	-2	-6	15	-6	10	3	-1	4	-4	8
COc1ccc(CNc2ccc([N+](=O)[O-])cn2)cc1	-100	-3	0	-44	-34	-66	-70	-8	-16	-68	-32
CC1=C(C(N)=O)C(c2ccc(Cl)cc2)NC(=O)N1 (stereo unspecified)	7	8	-9	-4	-6	12	-23	4	2	-10	-9
CN(c1ccc(OCC(=O)OCC(=O)NC2CCCC2)cc1)S(=O)(=O)c1ccc2ccccc2c1	9	-6	8	3	-9	-4	-11	-5	-2	3	-7
CC(C)CCn1c(CN2CCN(Cc3ccccc3)CC2)nc2c1c(=O)n(C)c(=O)n2C	11	-16	-3	14	21	-1	7	10	4	-22	18
COc1cc2c(cc1OC)C(C)N(C(=O)[C@@H](NC(=O)c1ccccc1)C(C)C)CC2 (stereo partly specified)	-1	-20	-14	3	4	24	-21	0	1	8	9
COc1ccc(-c2cnn3cc(-c4cccc(Cl)c4)cnc23)cc1	15	-2	7	4	-3	19	1	8	2	4	7
COc1ccccc1NC(=O)N(C)C[C@@H]1OCc2cn(nn2)CCCC(=O)N([C@H](C)CO)C[C@H]1C	-38	1	-10	0	26	14	-7	4	-3	4	-15
COc1cccc(NC(=O)CSc2nnc(Cc3ccc(C)cc3)c(=O)n2N)c1	5	4	1	10	-2	-7	13	3	-10	-4	-17
Cn1ccc2c(-c3cncc4ccccc34)cc3c(c21)C1CCC3O1 (stereo unspecified)	1	/	-5	9	36	-8	-31	-4	/	10	3
CCN(C[C@H]1N[C@@](C)(C(=O)OC)[C@H]2C(=O)N(C)C(=O)[C@@H]12)C(=O)Nc1ccccc1	6	1	-1	1	-5	22	-15	12	-7	3	11
CC(C)COc1ccc(C(=O)Nc2scc(-c3ccc(Cl)cc3Cl)c2C(N)=O)cc1	12	-10	13	-1	23	-2	-23	3	7	-11	-1
COc1cccc(/C=C2\N=C(c3c(-c4ccccc4)noc3C)OC2=O)c1OC	-6	5	-11	1	-18	-11	-3	3	1	11	-5
